LGR2 antag: inhibitors of bursicon-induced LGR2 CRE-luciferase signal, primary screen, cell-based, HEK293, CRE-luciferase reporter, bursicon stimulation. Drosophila bursicon receptor LGR2 (rickets). bursicon-stimulated, 4 h. inhibition, % at 9.99 µM. 380,000 tested, 0.35% active;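 active = drop in luminescence signal, shown as inhibition above about 50% in the replicate tests, limit read from the data, passing the limit was not always enough; inconclusive = probably only some replicates passing the limit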;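 note: agonist challenge used bursicon conditioned medium at about half maximal strength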
esBAF inh: Bmi1 luciferase reporter increase in mESCs, primary screen, esBAF inhibitor project, mouse ES cells, Bmi1 luciferase knock-in, single point | 24 h; 100% = twice the neutral-well signal | reporter increase, % at 12.5 µM | 350,000 tested, 2% active | AID 602393, 2012; in the data active = activation above about 40%; inconclusive = no clear call, values can overlap the other calls;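 note: 0% = median of the plate's neutral control wells and 100% = double that signal; a rise in the Bmi1 reporter signal indicates esBAF inhibition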
Statin myotox sup: suppressors of statin myotoxicity in C2C12 myotubes, primary screen, cell-based, single point, plate reader | C2C12 myotubes + simvastatin, ATP luminescence, 48 h; scaled: DMSO 0, geranylgeraniol control 100 | rescue of ATP level, % at 7.49 µM | 330,000 tested, 0.78% active;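 active = mean ATP rescue above about 67%, or every replicate alone reaching that limit, limit read from the data, passing the limit was not always enough; inconclusive = no clear call, values can overlap the other calls; inactive = mean under the limit and some replicate under it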;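 note: myotubes were challenged with 10 µM simvastatin during compound exposure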
Casp6 inh: human caspase-6 inhibitors, primary screen, biochemical, VEID-R110 fluorescence, single point, set 2. inhibition, % at 12.5 µM. purified caspase-6, Z-VEID-R110 cleavage fluorescence. P55212. 350,000 tested, 0.53% active;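 active = mean inhibition across replicates at least about 35%, with every replicate also reaching that limit, limit read from the data; inconclusive = only one of the two criteria met; inactive = neither criterion met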;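 note: 0% = median of neutral control wells and 100% = no fluorescence left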
Target sequence (P55212 24-179 limits assumed): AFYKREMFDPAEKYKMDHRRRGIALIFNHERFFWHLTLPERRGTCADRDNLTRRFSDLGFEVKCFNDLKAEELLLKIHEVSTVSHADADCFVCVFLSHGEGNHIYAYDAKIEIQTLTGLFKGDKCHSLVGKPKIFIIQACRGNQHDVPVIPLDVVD
Target sequence (P55212 194-293 limits assumed): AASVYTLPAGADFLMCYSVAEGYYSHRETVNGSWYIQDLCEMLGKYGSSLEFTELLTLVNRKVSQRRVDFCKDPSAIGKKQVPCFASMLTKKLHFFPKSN
S100A4 MyoIIA: inhibitors of S100A4-myosin IIA peptide binding, primary screen, biochemical, fluorescence polarization, TAMRA-MyoIIA peptide; inhibition, % at 10.7 µM; 360,000 tested, 0.14% active; AID 652163, 2013;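 active = mean inhibition of at least 70% across replicates, with every replicate also reaching that level; inconclusive = mean inhibition reaches 70% but some replicates fall short; inactive = mean inhibition below 70%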
Target sequence (P26447 whole entry, looked up): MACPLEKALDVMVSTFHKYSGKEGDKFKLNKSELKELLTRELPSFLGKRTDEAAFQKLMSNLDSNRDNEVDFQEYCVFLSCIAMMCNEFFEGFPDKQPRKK
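Material: S100A4 monomer protein | Medium: HEPES pH 7.2 with CaCl2, KCl, NaCl, DTT, Triton | Reagent: Labelled myosin peptide probe, 5 nM | Doses: One dose per compound | Times: 5 min incubation before reading | Benchmarks: Neutral control DMSO, positive control TFP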
FN deposit inh: inhibitors of fibronectin matrix deposition, primary screen, AH1F cells, Alexa488-fibronectin fluorescence, plate reader; AH1F fibroblasts, overnight; inhibition, % at 12.6 µM; 350,000 tested, 0.086% active;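 active = mean inhibition across replicates of 30% or more, regardless of how many single replicates reach that level; inconclusive = mean under 30% yet at least half of replicates reach 30%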;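 note: positive control wells lacked labelled fibronectin entirely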
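Assay system: AH1F fibroblasts / Quantity: 10000 cells per well / Medium: DMEM plus 2% serum, read in PBS / Reagent: labelled fibronectin 24 nM / Dosing: single dose, pinned / Times: 1 h cell attachment, overnight exposure to compound and label / Signal: fluorescence, ex 485 nm, em 525 nm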
SIRT5 block: SIRT5 desuccinylase inhibitors, primary screen, biochemical, fluorescence imaging, single point, set 5. inhibition, % at 15 µM. 330,000 tested, 1.1% active. NAD-dependent protein deacylase sirtuin-5, mitochondrial (Homo sapiens), Q9NXA8. AID 652115, 2013. Purified SirT5, succinyl-peptide AMC, trypsin-coupled fluorescence; in the data active = inhibition above about 15%; inconclusive = no clear call, values can overlap the other calls
Target sequence (Q9NXA8 whole entry, looked up): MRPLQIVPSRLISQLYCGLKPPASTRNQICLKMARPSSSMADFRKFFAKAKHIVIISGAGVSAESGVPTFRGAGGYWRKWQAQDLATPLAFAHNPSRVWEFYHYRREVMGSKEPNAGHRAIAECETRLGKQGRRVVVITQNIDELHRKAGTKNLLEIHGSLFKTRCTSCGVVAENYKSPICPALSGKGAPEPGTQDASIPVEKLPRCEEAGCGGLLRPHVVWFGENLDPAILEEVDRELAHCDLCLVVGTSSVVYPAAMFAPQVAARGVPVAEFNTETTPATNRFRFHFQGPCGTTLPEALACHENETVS
* hit, by the source's call; ? = inconclusive; · = not tested or not shown; & = joins results of further samples. A portion of the library; rates above refer to the full screens.

SMILES	LGR2 antag	esBAF inh	Statin myotox sup	Casp6 inh	S100A4 MyoIIA	FN deposit inh	SIRT5 block
O=C(c1cccc(F)c1)N1CC(=O)N2[C@H](CO)[C@H](c3ccc(-c4cccnc4)cc3)[C@H]2C1	-10	·	·	-2	0	·	0
CC(Sc1nnnn1C)C(=O)Nc1ccccc1-c1ccccc1 (stereo not drawn)	1	-7	-5	-3	0	·	-2
CC(C)(C)NC(=O)Cn1c(=O)oc2ccc(Cl)cc21	-3	-3	-9	-3	5	-8	-1
CC(C)NC(=O)N(C)C[C@H]1Oc2cc(-c3ccncc3)ccc2S(=O)(=O)N([C@H](C)CO)C[C@H]1C	-15	-5	0	-1	4	4	0
N#CCC(=O)Nc1ccc(C(=O)OCC(=O)NC2CCCc3ccccc32)cc1 (stereo not drawn)	1	-3	5	3	-6	2	-6
CCC(=O)N(CC(C)C)C[C@@H]1[C@@H](c2ccccc2)[C@@H](CO)N1S(C)(=O)=O	-3	·	·	·	·	-10	0
CCCCN1C(=O)NC(c2cccc([N+](=O)[O-])c2)C(C(=O)OCC)=C1C (stereo not drawn)	9	-2	5	4	-1	-6	1
CCNC(=O)C[C@@H]1CC[C@@H]2[C@@H](COc3ccc(NC(=O)Nc4cccc(Cl)c4)cc3C(=O)N2C)O1	3	6	-13	1	-15	-18	3
CCC(CO)Oc1cc(NC(=O)c2cccc3ccccc23)c2ncn(C(C)C)c2c1 (stereo not drawn)	-4	9	-9	·	1	-6	·
CC(NC(=O)CNC(=O)c1ccco1)c1ccccc1 (stereo not drawn)	-13	-11	4	0	3	4	-3
COc1c(O)cccc1[C@@H](O)C1CCN(CCc2ccc(F)cc2)CC1	-6	-2	-3	-2	-10	-4	·
CC(=O)N1CCN(C(=O)C(Cc2ccccc2)NC(=O)c2ccccc2)CC1 (stereo not drawn)	9	-3	0	-1	3	-2	-2
O=C(OCc1ccccn1)c1ccc(COc2ccc3ccccc3c2)o1	-95	53*	12	2	-7	10	3
Cn1cc(-c2ccc3c(c2)OCO3)c2ccccc21	-25	·	·	1	-4	2	·
CCC(C)(C)NC(=O)C(c1ccc(OC)cc1)N(C(=O)CCC(=O)Nc1cc(C)on1)c1ccc(OC)c(OC)c1 (stereo not drawn)	8	-2	-5	3	0	-13	1
C[C@H]1CN([C@@H](C)CO)C(=O)c2cccc(NS(=O)(=O)c3cccs3)c2O[C@H]1CN(C)Cc1ccc(Cl)c(Cl)c1	-7	3	-17	-2	-15	·	-1
O=C1OCCN1N=Cc1ccco1	6	0	-2	1	2	2	·
O=C(Cc1cccnc1)N[C@H]1CC[C@H](CCNS(=O)(=O)c2ccccc2Cl)O[C@H]1CO	5	-3	0	·	·	9	·
COc1ccc(-c2cc(C)no2)cc1S(=O)(=O)N(C)Cc1ccco1	-5	5	1	4	-1	6	-3
Cc1ccc(N(CC(=O)NCc2ccc3c(c2)OCO3)S(C)(=O)=O)cc1	·	15	4	·	·	6	·
O=C(CCc1nnc2n(Cc3ccc(F)cc3)c(=O)c3ccccc3n12)NCCN1CCOCC1	-7	6	-3	-3	-11	11	·
CSc1ncc(C(=O)Nc2ccc(C)cc2C)c(C)n1	-7	-2	0	2	4	3	-4
C[C@H](N=C1NS(=O)(=O)c2ccccc21)C(=O)OCc1cc([N+](=O)[O-])cc2c1OCOC2	-6	·	·	0	-8	-10	-1
CC=Cc1ccc2n(c1=O)C[C@H]1[C@H](CO)[C@@H](C(=O)NCC3CC3)[C@@H]2N1C(=O)c1ccccc1 (mixture of isomers)	3	-5	-26	1	4	·	-10
CCN(CC)C(=O)CSc1nc2cc(OC)c(OC)cc2c(=O)n1Cc1ccc(Cl)cc1	·	1	-5	·	·	7	·
COc1ccc(C(=O)Nc2nnc(SCC(=O)NCc3ccco3)s2)c(OC)c1	?	-57	16	1	2	·	-1
c1ccc(COc2ncnc3c2ncn3CCCN2CCN(c3ncccn3)CC2)cc1	-3	1	18	-2	-5	10	-5
Cc1cccc(C2c3c(n(C)c(=O)n(C)c3=O)N=C3c4ccccc4C(=O)C32)c1 (stereo not drawn)	-7	·	·	5	1	3	-5
CC(C)C(=O)Nc1cccc(C(=O)Nc2nnc(C(C)C)s2)c1	-29	9	-12	·	·	·	·
CCN(Cc1nc2ccccc2c(=O)[nH]1)C(=O)c1ccc(C)c(NC(=O)c2ccco2)c1	14	-4	-7	7	-4	-1	6
CCCN1C[C@@H](C)[C@H](OC)CN(C)C(=O)c2cc(NC(=O)Nc3c(C)noc3C)ccc2OC[C@@H]1C	10	-2	-4	1	-2	-40	-5
COc1ccc(CNC(=O)N2CCN(C(=O)c3ccccc3)CC2)cc1	1	·	·	-48	0	-4	-9
C[C@H](CO)N1C[C@H](C)[C@@H](CN(C)Cc2ccc3c(c2)OCO3)Oc2c(NC(=O)C3CC3)cccc2C1=O	8	-2&-2	-8&-5	0	10	·	2
Cc1cc(=O)n2c3ccccc3n(CC(O)CN3CCN(CCO)CC3)c2c1C#N (stereo not drawn)	1	·	·	5	-2	-5	-4
COc1ccc(S(=O)(=O)CCC(=O)N(C)c2ccc(OC)cc2OC)cc1	-8	-2	-6	·	·	-12	·
O=C(c1ccc([N+](=O)[O-])cc1)N1CCc2ccccc21	-1	·	·	0	7	-2	1
O=C(Nc1ccc(Cl)cc1)N(C1=NCCC1)c1ccc(OC(F)F)cc1	-24	37	6	2	0	-3	·
COP(=O)(OC)c1nc(-c2cccc3ccccc23)oc1NCc1ccccc1	-20	3	19	·	·	·	·
CCCn1nc(NC(=O)c2cccs2)c2cc3ccccc3nc21	·	15	6	·	·	0	·
CC1(C(=O)O)CCCN(C(=O)c2cc3ccccc3s2)C1 (stereo not drawn)	-12	-1	7	-3	-5	·	·
C[C@H]1CN([C@@H](C)CO)C(=O)c2cc(NC(=O)Nc3ccccc3)ccc2O[C@H]1CN(C)Cc1ccc(Oc2ccccc2)cc1	5	-1	-41	0	-3	·	1
C/C(N)=C(/C#N)C(=O)CSc1nn(-c2ccc(Cl)cc2)c(=S)s1	-69	·	·	6	-2	5	-3
C[C@@H]1CN([C@H](C)CO)C(=O)c2cc(Br)cnc2O[C@@H]1CN(C)Cc1ccc(F)cc1	-9&-10	-2&1	2&0	3&-1	5&20	-1&0	2&0
O=c1c2ccccc2nc(/C=C/c2ccccc2)n1CCCO	8	-3	7	-6	-5	19	0
COc1ccc(S(=O)(=O)N(C)C[C@@H]2OCCCC[C@@H](C)Oc3ccc(NC(=O)Nc4cccc5ccccc45)cc3C(=O)N([C@@H](C)CO)C[C@@H]2C)cc1	-16	9	·	0	-14	·	·
COc1ccc(C2=NS(=O)(=O)N(C)C(C(=O)NCc3ccccc3)=C2)cc1OC	·	12	17	1	5	-3	7
CCCn1ncc(CN2CCC(Oc3ccc(C(=O)N4CCCC4)cc3)CC2)c1C	11	0	-5	-5	-2	-1	-3
CCC[n+]1cn(/C(C(=S)Nc2cccc(Cl)c2C)=C(/[O-])c2ccc(OC)c(OC)c2)c2ccccc21	31	·	·	0	-2	6	-2
O=C(CCc1c[nH]c2ccccc12)NCC1COc2ccccc2O1 (stereo not drawn)	9	·	·	-9	-2	-12	3
Cc1c(/C(O)=C2/C(=O)C(=O)N(CCN(C)C)C2c2ccc(C(C)C)cc2)cnn1-c1ccccc1 (stereo not drawn)	0	·	·	0	5	-2	-5
COc1ccccc1S(=O)(=O)Nc1ccc2c(c1)OC[C@@H](C)NC[C@H](C)[C@H](OC)CN(C)C2=O	13	1	6	1	1	-1	-3
Cc1ccc(S(=O)(=O)Nc2ccc3c(c2)C(=O)N([C@H](C)CO)C[C@H](C)[C@H](CN(C)S(=O)(=O)c2cccs2)OCCCC[C@H](C)O3)cc1	-20	0	·	1	-1	-15	12
Cc1c(Cl)cccc1NC(=O)CCC(=O)NNC(=O)CCC(=O)O	22	·	·	2	-4	-4	-1
COc1ccc(CN/C(C)=C(/C#N)C(N)=O)cc1OC	·	-4	1	·	·	10	·
O=C(C1CCCCC1)N1CC2(C1)[C@H](c1ccccc1)[C@@H](CO)N2Cc1cncnc1	-23	·	·	-1	?	-12	-1
C[C@@H]1CCCCO[C@H](CN(C)Cc2ccc(C(=O)O)cc2)[C@H](C)CN([C@H](C)CO)C(=O)c2cc(NS(=O)(=O)c3cccs3)ccc2O1	12	-4	·	-1	6	·	21*
N#C[C@H]1N[C@H](CO)[C@@H]1c1ccc(C2=CCCCC2)cc1	-11	4	3	4	5	-1	6
Cc1ccnc(NC(=O)CNC(=O)c2cccs2)c1	5	3	-12	-3	7	0	0
O=C(CC1(O)C(=O)Nc2ccccc21)c1ccc(-n2cnnn2)cc1 (stereo not drawn)	-14	22	-3	-1	3	·	-3
CCCc1nc2ccccc2c(=O)n1-c1ccc(C(=O)OCC)cc1	6	·	·	-4	2	5	·

Next section.
SMILES	LGR2 antag	esBAF inh	Statin myotox sup	Casp6 inh	S100A4 MyoIIA	FN deposit inh	SIRT5 block
C[C@@H]1CN([C@@H](C)CO)C(=O)c2cc(NC(=O)c3ccncc3)ccc2O[C@H]1CN(C)Cc1ccccc1	8	0	-11	3	4	·	0
O=C(CCS(=O)(=O)c1ccccc1)NCCS(=O)(=O)c1ccccc1	-1	·	·	12	-1	-3	-2
CCc1cc(C(=O)c2ccc(OC)cc2)c(NC(=O)CN2CCCCC2)s1	15	·	·	1	4	-20	-1
CC(=O)c1c(C)[nH]c(C(=O)NCCC2=CCCCC2)c1C	·	-17	19	·	·	-1	·
COCCNC(=S)NN=C1CCC(c2ccccc2)CC1 (stereo not drawn)	13	2	9	0	2	-2	-4
CCc1sc(C(=O)NCc2ccccc2)cc1C	-14	·	·	5	-1	4	-7
OCCNCCOc1ccc(Cl)c(Cl)c1	7	·	·	1	-6	2	10
O=C(Cc1ccccc1[N+](=O)[O-])c1ccc2c(c1)OCO2	·	·	·	-3	4	0	5
CC1(C)CC(NC(=O)c2ccncc2)CC(C)(C)N1O	-22	1	5	-3	5	0	0
Cc1ccc(C)c(NC(=O)C(=O)NCC2CCCN2S(=O)(=O)c2cccs2)c1 (stereo not drawn)	-1	-2	4	0	-6	17	-9
C#CC1(O)CCC2C3CCC4=C(CCC(=O)C4)C3CCC21C (stereo not drawn)	19	-6	2	-2	-5	3	-2

Source: PubChem
